# Assay outcomes as filed in PubChem BioAssay.
# FLuc modulator: counter-screen for miR-21 project: firefly luciferase inhibitors or activators; Potency, µM (doses to about 57.5 µM), inactives show at the top dose activity change, negative = inhibition, usual class: inhibitors; purified FLuc, Km substrates, luminescence inhibition; AID 588342; hit rate 6.9% among 360,000; P08659;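 also: potency is read from the fitted curve at half-maximal effect; plate controls were vehicle for no effect and reference inhibitor for full effect; nearly all actives have a fitted effect of over 55% in size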
#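 Purified P. pyralis luciferase (10nM final) with 10uM D-luciferin and 10uM ATP (Km levels) in 50mM Tris acetate pH 7.5, 10mM Mg acetate, 0.01% Tween-20, 0.05% BSA; qHTS 6-point titration, ~60 µM downward; luminescence read.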
# Menin MLL FP TR: menin-MLL binding inhibition, Texas Red mutant peptide. O00255. Menin + Texas Red MLL mutant peptide, fluorescence polarization. Potency, µM (doses to about 61.6 µM), for inactives: top-dose FP activity change, negative = inhibition, hits mostly inhibitors. hit rate 0.23% among 270,000. AID 1768; active = well fitted inhibition curve with a large enough effect in the polarisation, with a control signal flat, not every such curve was filed as active; inconclusive = small, poorly fitted or top-dose-only effect, or effect the other way, or a change in a side signal; inactive = no such curve, though single readings can be large or run the other way; the % refers to the polarisation; also: potency is read from the fitted curve at half-maximal effect; % of control where 0% means no effect; many of its hits are not listed in these tables
# PKM2 act: PKM2 (human) enzyme activation; P14618; purified PKM2, Kinase-Glo ATP luminescence, activation; response scale: 0% is enzyme alone, no compound; Potency, µM (series often up to 57.5 µM), inactives show at the top dose activation, usual class: activators; hit rate 0.34% among 260,000; AID 1631; also: potency is read from the fitted curve at half-maximal effect; % is scaled to controls: 0 for no effect and ±100 for the full control effect; nearly all actives have a fitted effect of over 55% in size
# Target sequence (P14618 whole entry, looked up): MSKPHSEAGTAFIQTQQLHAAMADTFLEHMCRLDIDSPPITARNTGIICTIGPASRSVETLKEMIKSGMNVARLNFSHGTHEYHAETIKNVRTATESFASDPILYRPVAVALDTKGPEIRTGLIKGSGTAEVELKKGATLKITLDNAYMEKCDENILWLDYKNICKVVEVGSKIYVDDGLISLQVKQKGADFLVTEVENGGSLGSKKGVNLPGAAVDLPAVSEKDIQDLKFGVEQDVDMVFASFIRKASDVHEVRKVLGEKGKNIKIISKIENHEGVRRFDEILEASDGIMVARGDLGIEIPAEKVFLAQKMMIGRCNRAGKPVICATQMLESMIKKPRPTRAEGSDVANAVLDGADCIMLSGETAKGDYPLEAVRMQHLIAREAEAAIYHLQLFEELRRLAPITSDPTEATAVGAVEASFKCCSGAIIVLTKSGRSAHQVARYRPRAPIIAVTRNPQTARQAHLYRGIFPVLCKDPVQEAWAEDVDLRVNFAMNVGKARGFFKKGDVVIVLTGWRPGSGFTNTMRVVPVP
#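 ATP formation by purified human PK-M2, quantified via coupled luciferase luminescence after 1 h at room temperature with 0.1 mM ADP and 0.5 mM PEP final.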
# RORgamma inh: ROR gamma (mouse) transcription inhibition; Drosophila S2 Gal4-RORgamma UAS-luciferase reporter, 20 h; P51450; Potency, µM (highest dose often 53.6 µM), without a hit: top-dose activity change, negative = inhibition, hits mostly inhibitors; hit rate 5.4% among 310,000; also: potency is read from the fitted curve at half-maximal effect; % is scaled to controls: 0 for no effect and ±100 for the full control effect; nearly all actives have a fitted effect of over 60% in size
#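 Stably transfected Drosophila Schneider cells are the test system, with ROR gamma fused to Gal4 and luciferase under UAS control; luminescence is read after 20 hr of 700 uM copper sulfate induction at ambient temperature.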
# NPC1 prom act: NPC1 promoter activation; Huh7 NPC1 promoter luciferase reporter, 24 h; Potency, µM (series often up to 9.22 µM), for inactives: at the top dose activation, hits mostly activators; hit rate 2.4% among 320,000; AID 485313;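 also: potency is read from the fitted curve at half-maximal effect; % of control where 0% means no effect; nearly all actives have a fitted effect of over 60% in size; reporter is driven by a mutant NPC1 promoter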
#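 Compounds in DMSO were transferred onto Huh7 NPC1-luciferase reporter cells pre-incubated 2 h; after 24 h at 37 °C, Amplite reagent was dispensed and luminescence recorded 10 min later.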
# KCNH2 3.1 inh: KCNH2 3.1 (human) potassium channel inhibition; hit rate 0.95% among 340,000; U2OS KCNH2 3.1, thallium flux FluxOr; hits give low values; AID 720553; activity change, % (tested at about 1.8 µM);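 active = maximum activity change below -70%; inconclusive = maximum activity change from -70% to -50%; inactive = maximum activity change above -50%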;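 also: thallium influx rate constant from kinetic fluorescence after stimulation buffer; % is scaled to controls: 0 for no effect and ±100 for the full control effect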
#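 Measured as rate of thallium-driven FluxOr signal in transduced U2OS cells carrying the 3.1 channel, read kinetically for 2 min upon stimulation; values are rate constants scaled to DMSO control wells.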
# Gal4-VP16 FLuc: counter-screen for ROR gamma inhibitors: Gal4-VP16 reporter | Drosophila S2 Gal4-VP16 UAS-luciferase, luminescence, 20 h | Potency, µM (highest dose often 53.6 µM), without a hit: top-dose activity, negative = inhibition, actives largely listed as inhibitors | hit rate 3.5% among 310,000 | AID 2546;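 also: Gal4-VP16 expression switched on by copper sulfate through the metallothionein promoter; potency is read from the fitted curve at half-maximal effect; % is scaled to controls: 0 for no effect and ±100 for the full control effect; nearly all actives have a fitted effect of over 50% in size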
# MBNL1 CUG block: MBNL1-poly(CUG) RNA binding inhibition. hit rate 0.036% among 280,000. TR-FRET MBNL1-His/biotin-(CUG)12 binding, 665/545 ratio. Potency, µM (top dose mostly 57.5 µM), without a hit: top-dose activity change, negative = inhibition, hits mostly inhibitors. AID 2675; active = well fitted inhibition curve with a large enough effect in the signal ratio, with a control signal flat, not every such curve was filed as active; inconclusive = small, poorly fitted or top-dose-only effect, or effect the other way, or a change in a side signal; inactive = no such curve, though single readings can be large or run the other way; the % refers to the signal ratio; also: potency is read from the fitted curve at half-maximal effect; % is scaled to controls: 0 for no effect and ±100 for the full control effect
# Target sequence (Q9NR56 whole entry, looked up): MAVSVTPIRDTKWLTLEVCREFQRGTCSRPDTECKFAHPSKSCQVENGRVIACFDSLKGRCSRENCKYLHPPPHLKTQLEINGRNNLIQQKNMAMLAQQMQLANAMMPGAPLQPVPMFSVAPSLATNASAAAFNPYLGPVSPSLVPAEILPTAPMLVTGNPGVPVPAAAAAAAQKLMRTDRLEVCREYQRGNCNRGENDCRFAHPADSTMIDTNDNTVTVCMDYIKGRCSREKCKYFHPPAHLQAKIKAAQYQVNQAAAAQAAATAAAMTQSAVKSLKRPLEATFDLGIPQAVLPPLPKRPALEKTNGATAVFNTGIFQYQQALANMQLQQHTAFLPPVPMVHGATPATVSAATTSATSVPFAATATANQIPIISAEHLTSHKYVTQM
#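 Compound titration spanned 92 nM–58 uM against the MBNL1-His/biotin-(CUG)12 complex. After 60 min at room temperature with 5 nM streptavidin-XL665 and 0.055 ng/ul terbium anti-His, ratiometric 665/545 nm emission (Ex 340 nm) normalized to controls.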
# Rab9 prom act: Rab9 promoter activation. Huh7 Rab9 promoter-luciferase reporter, luminescence, 24 h. Potency, µM (series often up to 9.22 µM), for inactives: top-dose activation, negative = inhibition, hits mostly activators. hit rate 2.8% among 320,000; also: potency is read from the fitted curve at half-maximal effect; % of control where 0% means no effect; nearly all actives have a fitted effect of over 60% in size
#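 Quantitative HTS format; Huh7 Rab9-luciferase reporter cells (1500/well) receive compound 2 h post-plating, incubate 24 h at 37 °C, then get luciferase reagent for 10 min before luminescence reading.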
# Mito fusion yeast: inhibitors of mitochondrial division or activators of mitochondrial fusion. S. cerevisiae fusion-defective mutant growth rescue, CellTiterGlo 48 h. Potency, µM (top dose mostly 46.1 µM), without a hit: top-dose growth rescue (activation), most hits filed as activators. hit rate 0.23% among 320,000. AID 485298;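 also: potency is read from the fitted curve at half-maximal effect; % of control where 0% means no effect; nearly all actives have a fitted effect of over 45% in size; temperature-sensitive fusion mutants such as fzo1-1 at 37 °C on non-fermentable ethanol glycerol medium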
#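 S. cerevisiae fusion-defective temperature-sensitive mutants (e.g. fzo1-1, mgm1-5) grown 48 h at 37C in YPEG (ethanol/glycerol non-fermentable) medium with 23 nl compound per well; growth rescue read as CellTiterGlo luminescence.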
# ELG1 DNA repair: blocks ELG1-dependent DNA repair in HEK293T cells | Potency, µM (top dose mostly 46.1 µM), for inactives: at the top dose activity change, negative = inhibition, hits mostly inhibitors | hit rate 2.3% among 330,000 | HEK293T ELG1-luciferase reporter, luminescence, 16 h; DNA damage induced by 5-fluorouridine; also: potency is read from the fitted curve at half-maximal effect; % is scaled to controls: 0 for no effect and ±100 for the full control effect; nearly all actives have a fitted effect of over 55% in size
#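 In this reporter screen, reduction of luminescence relative to DMSO vehicle indicated activity. Compounds and 5-fluorouridine were added together to 2,000 cells per well, incubated for 16 hr at 37 °C, then developed with ONE-Glo.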
# Starred values were filed as active, the others as inactive; ? = inconclusive; nt = no result given; & = joins results of further samples; [ ] = another dose, or the depositor's remark. Unless noted, calls follow the shape of the dose curve; as a rule, active = well fitted curve in the direction sought with a large enough effect; inconclusive = small, poorly fitted or top-dose-only effect, or another doubt; inactive = no such curve, though single readings can be large; an effect the other way counts as inactive or inconclusive. This is a subset; the hit share may differ from the screen's.
Structure	KCNH2 3.1 inh	Menin MLL FP TR	MBNL1 CUG block	PKM2 act	NPC1 prom act	Rab9 prom act	ELG1 DNA repair	RORgamma inh	FLuc modulator	Gal4-VP16 FLuc	Mito fusion yeast
Cc1cc(C(=O)NNC(=O)c2cccc(Cl)c2)no1	-5	nt	nt	-1%	2%	17%	8%	-2%	1%	-8%	-3%
Cc1ccc(S(=O)(=O)c2c(N)n(NC(=O)c3ccccc3C)c3nc4ccccc4nc23)cc1	16	?	8%	0%	0%	-2%	?	-7%	-1%	-2%	-2%
CC1(c2ccc3c(c2)OCCO3)NC(=O)N(CC(=O)Nc2ccccc2SCC#N)C1=O (stereo unspecified)	0	nt	nt	nt	-5%	3%	?	nt	-5%	nt	-1%
COc1ccc(NC(=O)CS(=O)c2ccc(Br)cc2)cc1 (stereo unspecified)	-4	nt	-1%	-10%	-4%	-1%	4%	1%	2%	-10%	0%
CCOc1cc(/C=C2\SC(=Nc3ccccc3)N(c3ccccc3)C2=O)ccc1OCC(=O)O	2	?	4%[11.5 µM]	8%	-2%	-1%	10%	29%	7%	-12%	-15%
COc1ccc(Oc2nccc(OC)c2C#N)cc1	-9	14%	5%	-2%	-4%	2%	?	9%	-5%	-13%	6%
CCOC(=O)c1ccc(NC(=O)CC2S/C(=N/N=C/c3c[nH]c4ccccc34)NC2=O)cc1 (stereo unspecified)	0	?	nt	-1%	0%	0%	12%	?	-1%	-17%	-3%
CC(CCc1ccc(O)cc1)NCCC(c1ccccc1)c1ccccc1 (stereo unspecified)	-96*	?	-7%	1%[11.5 µM]	0%	-1%	-18%	?	1%	-9%	-12%
CC(C)(C)NC(=O)c1cccc(NC(=O)CSc2ccc(Cl)cc2)c1	-25	20%	-7%	1%	1%	-6%	?	43%	11µM*	?	17%
Cn1c(SCCS(=O)(=O)c2ccc(Cl)cc2)nnc1-c1ccccc1	14	21%	5%	1%	1%	0%	-15%	-34%	1%	3%	1%
COc1ccc(/C=C/c2c(-c3ccc(OC)cc3)sc3ccc(N4CCOCC4)cc23)cc1	-6	?	7%	1%	-3%	-1%	?	3%	-1%	2%	3%
COc1ccc(S(=O)(=O)n2nc(-n3c(C)ccc3C)c3c(F)cccc32)cc1OC	-32	nt	-14%	-19%	-8%	-8%	?	?	-1%	8%	6%
Cc1ccc2c(C(=O)N3CCN(c4ccccc4)CC3)cc(-c3cccnc3)nc2c1C	-9	?	-4%	0%	-7%	-6%	?	-14%	-2%	-6%	-2%
Oc1ccccc1-c1nc(NCCN2CCOCC2)c2ccccc2n1	-1	?	-5%	-4%	-1%	-4%	?	-24%	-4%	-2%	0%
COC(=O)/C(=N/Nc1ccccc1OC)N1CCCc2ccccc21	-14	nt	6%	16%	-5%	-1%	3%	26%	1%	1%	6%
NC(=O)COc1ccc2oc(-c3ccccc3)cc(=O)c2c1	-26	-7%	-6%	4%	?	?	?	?	12µM*	?	4%
Cc1cc(C)n2cc(CSc3ncn[nH]3)nc2n1	15	-3%	-8%	5%	-2%	10%	4%	4%	2%	-3%	-1%
C(/CCc1ccccc1)=N\n1cnnc1	-6	-7%	-3%	4%	1%	2%	9%	-7%	-2%	0%	0%
CCn1c(SCC(=O)N2CCCC(C)C2)nc2c1c(=O)n(C)c(=O)n2C (stereo unspecified)	-35	-9%	3%	nt	2%	0%	-21%	4%	-3%	-11%	1%
Cc1nn(-c2ccccc2)c(C)c1/C=N/NC(=O)c1cc(-c2ccc(Br)s2)[nH]n1	-3	8%	-8%	-4%	-20%	-15%	8.2µM*	?	?	-1%[0.365 µM]	?
COc1ccc(S(=O)(=O)N2CCN(c3ccccc3OC)CC2)cc1	6	6%	-2%	1%	-4%	2%	-2%	4%	1%&-3%	0%	1%&-3%
Fc1ccc(Nc2nc(N3CCOCC3)nc(N3CCOCC3)n2)cc1Cl	14	nt	-3%	nt	-7%	-3%	?	-10%	0%	-1%	-2%
Cc1cc(C)nc(-n2nc(C)c3c(C(F)(F)F)cc(=O)[nH]c32)n1	-26	-7%	-8%	0%	13%	0%	10%	-9%	0%	-2%	7%
COc1ccc(CCN2CC3=C(C2=O)C(c2ccccc2)NC(=O)N3C)cc1OC (stereo unspecified)	-1	5%	-9%	-2%	-3%	5%	5%	-22%	1%	-9%	-3%
O=S(=O)(c1ccc(Cl)cc1)N1CCC2(CC1)CO2	16	1%	-2%	-1%	0%	-3%	4%	22%	4%	-6%	-13%
O=C(CN(Cc1ccccc1)C(=O)c1cccc([N+](=O)[O-])c1)Nc1c(Cl)cc(Cl)cc1Cl	-87*	5%	7%	6%	-5%	-5%	-19%	?	1%	13%	-2%
O=C(C[n+]1ccccc1)N/N=C/c1cc(Br)cc(Br)c1O	2	34%[activator]	18%	nt	-1%	2%	21µM*	-38%	1%	-22%	-12%
CCOC(=O)Oc1ccc2oc(=O)cc(C)c2c1	0	1%	19%	2%	3%	-1%	1%	12%	1%	1%	-1%
NC(=O)c1ccc(NCc2ccco2)c([N+](=O)[O-])c1	9	20%	?	7%	-2%	-2%	0%	13%	-13%	0%	3%
CC1CCCN(C(=O)c2cc(F)c(F)cc2Cl)C1 (stereo unspecified)	-13	0%	7%	0%	-3%	0%	-2%	-10%	3%	2%	5%
O=C(O)c1ccccc1P(=O)(c1ccccc1)c1ccccc1	-8	-8%	-5%	-1%	-9%	-6%	-1%	10%	0%	2%	0%
O=C(NCCCn1ccnc1)/C(=C/c1ccc(F)cc1)NC(=O)c1ccccc1	-116*	nt	-3%	nt	-4%	-1%	3%	7%	0%	-1%	0%
CCOC(=O)C1CCN(Cc2ccc(N(C)C)cc2)CC1	3	-6%	-6%	-3%	-3%	0%	1%	11%	-2%	-2%	-3%
O=c1oc2c(CN3CCOCC3)c(O)ccc2c2ccccc12	12	-7%	25%	-5%	4µM*	29%	?	-9%	?	5%	2%
Cc1ccc(OC(=O)c2ccc(C)c(C)c2)cn1	-5	7%	0%	0%	-3%	-1%	2%	-22%	?	2%	-3%
CN(C)S(=O)(=O)c1ccc(C(=O)Nc2ccc3c(c2)CCC3)cc1	-4	29%	1%	nt	?	?	?	12%	19µM*	-6%	?
C/C(CCc1ccc2c(c1)OCO2)=N\N=C1\NC(=O)CC(C(=O)Nc2ccccc2F)S1 (stereo unspecified)	-6	5%	-7%	-4%	1%	-7%	4%	11µM*	?	?	-4%
O=C(O)CCCCCNc1nc2ncn(Cc3ccccc3)c2c(=O)[nH]1	-15	-1%	?	-3%	1%	0%	11%	0%	2%	1%	-1%
Oc1ccccc1/C=N/Nc1ccnc(SCc2ccccc2)n1	-4	-21%	nt	-6%	-4%	-41%[inhibitor]	14%	0.35µM*	1%	0.32µM*	4%
CCN(CCNC(=O)C1CCCN(S(=O)(=O)c2cnc[nH]2)C1)c1ccccc1 (stereo unspecified)	-3	7%	2%	13%	0%	-6%	-5%	24%	1%	0%	0%
FC(F)(F)c1nnc2c(Sc3ccccn3)nc3ccccc3n12	2	?	20%	-11%	-1%	0%	0%	10µM*	-5%	20µM*	-3%
COc1ccccc1OC(C)C(=O)Nc1ccccc1C(=O)NCC1CCCO1 (stereo unspecified)	-4	?	-6%	6%	-2%	3%	4%	-6%	2%	0%	-4%
Cc1ccc(-n2cc(CNCCc3ncc(C)[nH]3)c(-c3ccc(F)cc3)n2)cc1	?	-18%	8%	8%	-3%	-2%	1%	-80%	27µM*	?	-31%[inhibitor]
OC(COc1ccc(Cl)cc1)CN1CCC(Cc2ccccc2)CC1 (stereo unspecified)	-125*	nt	-3%	nt	-1%	-4%	5%	-26%	1%	-8%	-11%
O=C(O)c1c2c(nc3ccc(S(=O)(=O)N4CCC(C(=O)NC5CCCC5)CC4)cc13)CCCCC2	12	-4%	-6%	-1%	-7%	1%	1%	?	0%	-11%	-3%
S=C(NCCCN1CCOCC1)NC1CCCC1	-14	-18%	-7%	-8%	-5%	-6%	9%	-19%	2%	-3%	2%
O=C(NCc1ccco1)C1(c2ccc(Br)cc2)CCCC1	-3	-5%	-4%	-4%	0%	1%	9%	5%	-1%	19%	13%
